Screening results from PubChem.
PDI inh – blocks human protein disulfide isomerase activity; P07237; PDI insulin aggregation turbidity, A650, 90 min; inhibition, % at 10 µM; hit rate 0.052% among 350,000; AID 588391;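 active = mean inhibition across replicates of 30% or more, whatever share of single replicates reach that level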;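 also: absorbance from insulin aggregation driven by PDI reduction with DTT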
m5-HT2A agonist – activates the mouse 5-HT2A serotonin receptor; P35363; AID 624169; hit rate 0.66% among 360,000; activation, % at 7.6 µM; CHO-K1 mHTR2A beta-arrestin complementation, luminescence; percent of 30 µM serotonin response;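 active = activation above a run cutoff, the mean activation of all tested compounds plus 3 SD, cut at about 14% in these data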;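 also: 0% = plate median of compound wells and 100% = 30 µM serotonin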
Target sequence (P35363 whole entry, looked up): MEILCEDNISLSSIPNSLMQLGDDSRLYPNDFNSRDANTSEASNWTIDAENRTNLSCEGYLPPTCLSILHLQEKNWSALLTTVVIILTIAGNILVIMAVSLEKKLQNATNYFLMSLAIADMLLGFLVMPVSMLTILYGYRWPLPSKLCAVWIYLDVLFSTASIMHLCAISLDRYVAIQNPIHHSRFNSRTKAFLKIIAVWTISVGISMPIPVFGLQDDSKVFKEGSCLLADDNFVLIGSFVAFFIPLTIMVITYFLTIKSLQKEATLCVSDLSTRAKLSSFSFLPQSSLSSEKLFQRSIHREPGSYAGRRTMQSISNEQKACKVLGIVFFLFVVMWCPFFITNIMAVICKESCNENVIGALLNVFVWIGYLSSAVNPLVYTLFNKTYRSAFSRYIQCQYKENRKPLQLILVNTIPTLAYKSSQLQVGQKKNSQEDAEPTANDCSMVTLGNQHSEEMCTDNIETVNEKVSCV
Cardio protect – myocardial damage modulation in H9c2 cells; hit rate 0.63% among 360,000; H9c2 cardiomyocytes, H2O2 injury protection, ATPLite, 2 h; protection from H2O2 cell death, % at 20 µM;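 active = compounds giving at least 50% protection of heart cells from peroxide-induced death in the single-dose screen, raw or plate-pattern-corrected value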;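 also: 0% = DMSO wells with peroxide and 100% = DMSO wells without peroxide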
Shn3 3UTR inh – Schnurri-3 reporter inhibition in Clone20 osteoblasts; Clone20 osteoblast Shn3 3'UTR firefly luciferase, 24 h; inhibition, % at 12.5 µM; hit rate 0.52% among 360,000;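 active = mean inhibition of at least 75% with every replicate also reaching 75%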;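 also: 0% = median of neutral control wells and 100% = pilot-screen positive control compound; some compounds past the cut are filed as inactive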
Peg3 prom inh – inhibitors of Peg3 promoter. HeLa PEG-Prom luciferase reporter, luminescence, overnight. inhibition, % at 20 µM. hit rate 1.7% among 360,000;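 active = inhibition of at least 50% at 20 µM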
CaV13 ICDI inh – Disruptors of the CACNA1D IQ motif to Ca2+-dependent inactivation inhibitor domain association, primary screening, Förster resonance energy transfer in intact living …; HEK cells, CFP/YFP FRET ICDI-IQ, plate reader, 10 min; percent FRET-ratio fall versus neutral wells; AID 743397; inhibition, % at 12.3 µM; hit rate 0.098% among 340,000;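 active = mean replicate inhibition of at least 30% and at least 1% of replicates passing that level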;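 also: 0% = median of the neutral control wells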
HIF-2a block – inhibitors of HIF-2a; 786-0 RCC cells HIF-2a reporter, luciferase luminescence, overnight; inhibition, % at 18.8 µM; hit rate 0.72% among 360,000;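 active = inhibition of the luminescence signal of 40% or more relative to plate controls, in a single-dose primary screen at 18.75 µM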
NR2E3 ag-1 – agonists of human NR2E3 nuclear receptor. Q9Y5X4. AID 602229. hit rate 0.35% among 360,000. inhibition of corepressor binding, % at 3.98 µM. CHO-S Gal4-NCOR/VP16-NR2E3 two-hybrid, luciferase;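 active = inhibition above the mean of all tested compounds plus 3 SD, cut at about 70% in these data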;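 also: 0% = DMSO with NR2E3 transfected cells and 100% = cells lacking NR2E3 construct; higher means lower luciferase signal from less NR2E3 corepressor binding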
Target sequence (Q9Y5X4 whole entry, looked up, the tested form may be a part): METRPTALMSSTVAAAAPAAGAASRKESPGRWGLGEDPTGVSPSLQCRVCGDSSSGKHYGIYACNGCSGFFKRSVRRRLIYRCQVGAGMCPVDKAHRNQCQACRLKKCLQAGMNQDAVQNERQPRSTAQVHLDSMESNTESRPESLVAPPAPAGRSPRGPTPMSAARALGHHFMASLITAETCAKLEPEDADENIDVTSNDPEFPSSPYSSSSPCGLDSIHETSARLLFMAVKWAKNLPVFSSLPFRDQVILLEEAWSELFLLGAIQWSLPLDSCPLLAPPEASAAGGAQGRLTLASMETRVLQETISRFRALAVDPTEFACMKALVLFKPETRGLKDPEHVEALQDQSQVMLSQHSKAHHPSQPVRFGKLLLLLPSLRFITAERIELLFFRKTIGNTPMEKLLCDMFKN
iPSC survival up – increases survival of single human iPS cells; survival enhancement, % at 20 µM; hit rate 0.044% among 360,000; hiPSC single-cell survival, ATPlite luminescence; 100% = ROCK inhibitor wells, 0% = DMSO; in the data active = survival enhancement above about 18%;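 also: cells exposed to compounds for 16 hours before the ATP read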
TRPM1 prom inh – inhibitors of MITF-driven TRPM1 promoter in melanoma cells. AID 488899. SK-MEL-5 TRPM1 promoter luciferase, 24 h. hit rate 0.83% among 330,000. inhibition, % at 12.5 µM;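 active = mean inhibition across replicates of 60% or more, whatever share of single replicates reaches that level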; also: values of inactives mirror those of a sister screen read the other way
NR2E3 ag-2 – NR2E3 (human) agonism | Q9Y5X4 | GST-NR2E3/biotin-RetCOR TR-FRET, 1536-well | inhibition of corepressor binding, % at 4.78 µM | hit rate 0.12% among 320,000 | AID 2300;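 active = percent inhibition above the cutoff of mean plus 3 SD of all tested compounds, set per screening campaign, cut at about 20% in these data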;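 also: 0% = DMSO wells and 100% = biotin wells as full block of FRET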
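Assay system: NR2E3–RetCOR corepressor complex. Quantity: 1.35 nM GST-NR2E3. Buffer or medium: pH 7.5 Tris-based buffer. Reagent: biotinylated RetCOR corepressor at 7 nM final. Schedule: 5 h at 4 °C. Detection: TR-FRET, emission read at 617 and 671 nm. Replicates: one well per compound, singlicate testing.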
* hit, by the source's call; nt = no result given. Rows are unselected; 3.9% or so of the library scored in one or more.

nr	smiles	PDI inh	m5-HT2A agonist	Cardio protect	Shn3 3UTR inh	Peg3 prom inh	CaV13 ICDI inh
1	COc1ccc(NCC(=O)N/N=C/C=C/c2ccccc2[N+](=O)[O-])cc1	4	-2	2	5	-19	12
2	CS(=O)(=O)Nc1ccccc1C(=O)OCC(=O)NCc1cccs1	-4	4	10	1	2	-7
3	CC1CN(S(=O)(=O)c2ccc(Cl)c(S(=O)(=O)N3CC(C)OC(C)C3)c2)CC(C)O1 (stereo unspecified)	-5	3	-3	-2	-6	-5
4	Cn1ccnc1SCc1cn2ccccc2n1	4	-2	16	-25	-177	nt
5	Cc1ccccc1Nc1c(-c2ccccc2)nc2ncccn12	2	6	-10	-1	3	-5
6	C/C(=N\NC(=O)CC1N=C(Cc2ccccc2)NNC1=O)c1ccc(C)cc1 (stereo unspecified)	4	4	1	nt	23	nt
7	COc1ccc(-c2cc3nc(NCCNC(C)=O)n(C)c(=O)c3s2)c(C)c1	-4	3	-1	21	-9	-8
8	O=C(COC(=O)Cc1c(F)cccc1Cl)NC(=O)c1ccccc1	5	-2	5	11	10	-2

nr	HIF-2a block	NR2E3 ag-1	iPSC survival up	TRPM1 prom inh	NR2E3 ag-2
1	-19	-17	-0.9	11	0
2	6	-9	-0.6	8	nt
3	14	-19	2.0	11	6
4	-138	-100	-1.2	-43	3
5	7	5	-0.8	3	5
6	5	12	1.3	18	3
7	1	-33	-0.2	nt	nt
8	4	-31	0.0	-7	-2

(more compounds)
nr	smiles	PDI inh	m5-HT2A agonist	Cardio protect	Shn3 3UTR inh	Peg3 prom inh	CaV13 ICDI inh
9	COc1cc(CCC(=O)NCc2ccc(F)cc2)cc(OC)c1OC	4	9	0	9	-15	-21
10	CN1CCC(N2CCN(C3CN(Cc4cn(Cc5cccc(C(F)(F)F)c5)nn4)S(=O)(=O)C3)CC2)CC1 (stereo unspecified)	nt	7	nt	nt	nt	-10
11	CC(=O)C1=C(C)NC(=O)CC1c1ccc(F)cc1 (stereo unspecified)	-2	3	-2	14	10	1
12	COC(=O)c1sccc1NC(=O)Nc1ccc(OC)cc1	-3	5	-2	-27	-52	-3
13	CSc1ccc(/C=N/n2c(COc3ccccc3)n[nH]c2=S)cc1	-7	-8	-8	3	19	-19
14	COc1ccc(/C=N/NC(=O)c2cccnc2)cc1CN1CCCc2ccccc21	-1	-2	1	-18	28	-6
15	COc1ccc(-c2cc(N3C(=O)Nc4ccccc4N3O)n[nH]2)cc1	-3	-2	0	14	2	0
16	Cc1ccc(NC(=O)CSc2nc3ccccc3c3nc4ccccc4n23)cc1	-3	1	0	45	28	-3

nr	HIF-2a block	NR2E3 ag-1	iPSC survival up	TRPM1 prom inh	NR2E3 ag-2
9	-1	-15	-0.4	0	0
10	16	9	-0.4	nt	nt
11	21	-11	0.3	5	6
12	-92	-70	-0.1	-13	nt
13	-1	-14	0.8	10	-4
14	18	-17	-0.3	13	4
15	12	-34	-1.7	-4	3
16	15	-42	-1.6	23	-2

Continuation.
nr	smiles	PDI inh	m5-HT2A agonist	Cardio protect	Shn3 3UTR inh	Peg3 prom inh	CaV13 ICDI inh
17	C[C@@H]1CN([C@H](C)CO)C(=O)CCCn2nncc2CO[C@H]1CN(C)Cc1cccc(O)c1	-2	6	-2	-15	-2	-3
18	COc1cc(/C=N/n2nnnc2N)ccc1OCc1c(C)no[n+]1[O-]	-2	-2	9	25	7	-4
19	CCN(CC)S(=O)(=O)c1cc(F)ccc1OC	2	1	6	17	1	-1
20	COc1cc(NC(=O)c2cccc(Cl)c2)c(OC)cc1NC(=O)CN1CCCCC1	-2	-1	6	16	0	-4
21	O=C(c1cnn2c(C(F)F)cc(-c3ccccc3)nc12)N1CCOCC1	14	1	4	-8	21	-4
22	O=c1nc(-c2ccccc2)c2ccccc2[nH]1	-10	1	-10	6	3	nt
23	CCOC(=O)N1CCC(Nc2c(NCCCN3CCN(C4CCCCC4)CC3)c(=O)c2=O)CC1	6	-3	5	-17	-20	-5
24	COc1cccc(CN2CCN(CCCc3ccccc3)C(CCO)C2)c1O (stereo unspecified)	11	-6	1	-3	7	-6

nr	HIF-2a block	NR2E3 ag-1	iPSC survival up	TRPM1 prom inh	NR2E3 ag-2
17	5	-12	-1.8	nt	nt
18	13	-20	0.5	-6	2
19	7	-9	-0.2	8	1
20	-4	-21	-3.1	-19	0
21	8	1	3.1	11	-2
22	14	-2	-1.2	7	2
23	14	-4	0.6	7	1
24	7	8	-0.2	3	3

(continued)
nr	smiles	PDI inh	m5-HT2A agonist	Cardio protect	Shn3 3UTR inh	Peg3 prom inh	CaV13 ICDI inh
25	O=C(/C=C/c1ccccc1)N1CCOCC1	7	7	-3	-2	-24	-20
26	Cc1ccc(NC(=O)CSc2nnc(-c3cccnc3)o2)c(C)c1	-10	4	5	0	-34	-7
27	CCOC(=O)Cn1nc(C(F)F)c(Br)c1C	1	2	1	3	0	-5
28	Cc1cc(OCC(=O)NNC(=S)NC(=O)c2cccs2)ccc1Cl	8	12	22	-7	30	nt
29	O=C1N2CCSC2=NC1(NS(=O)(=O)c1ccccc1)C(F)(F)F (stereo unspecified)	6	-5	5	4	-1	nt
30	COc1cc(O)oc1C=Nc1ccc(Cl)cc1	-2	7	4	-20	-9	-5
31	CCOc1ccc(Nc2nc(NCCN3CCOCC3)nc(OC)n2)cc1	21	-1	-2	-15	15	-5
32	CC(Nc1nc(-c2ccccc2O)nc2ccccc12)c1ccccc1 (stereo unspecified)	4	1	-6	17	14	-8

nr	HIF-2a block	NR2E3 ag-1	iPSC survival up	TRPM1 prom inh	NR2E3 ag-2
25	-33	-18	-0.2	-17	1
26	-30	-16	0.1	-10	-1
27	13	-14	-0.5	-3	4
28	13	-21	-0.1	0	nt
29	4	-10	-2.0	6	-1
30	-7	1	6.4	-6	-3
31	0	3	-2.6	-1	2
32	-28	-39	-0.6	32	-2

Further records follow.
nr	smiles	PDI inh	m5-HT2A agonist	Cardio protect	Shn3 3UTR inh	Peg3 prom inh	CaV13 ICDI inh
33	Cc1coc2c(C)c3oc(=O)c(CCC(=O)NCCCN4CCCC4=O)c(C)c3cc12	nt	-9	0	2	-13	nt
34	S=C1NCCc2ccc(Cl)cc2C1c1ccccc1 (stereo unspecified)	-44	-1	-8	29	1	-6
35	O=C(Nc1nnc(S(=O)(=O)N2CCCCC2)s1)c1cccc(Br)c1	nt	2	-21	9	-12	nt
36	COC(=O)[C@]12CCCCC=C1N(Cc1ccc(Cl)cc1Cl)C(=O)[C@H](CC(=O)N1CCN(C(=O)C3CC3)CC1)C2	nt	3	nt	nt	nt	-5
37	CCOC(=O)NC(=O)CSc1nnnn1-c1ccccc1	-1	-2	2	-31	-23	-9
38	COc1ccc(OC)c(NC(=O)CSc2nc3[nH]c(=O)cc(O)c3s2)c1	5	-2	7	1	-3	-7
39	COc1cccc(C2C(C(C)=O)=C(O)C(=O)N2Cc2ccco2)c1 (stereo unspecified)	4	2	-4	0	14	-5
40	CN(C(=O)COC(=O)CCCc1c[nH]c2ccccc12)c1c(N)n(Cc2ccccc2)c(=O)[nH]c1=O	4	-1	3	66	6	-6

nr	HIF-2a block	NR2E3 ag-1	iPSC survival up	TRPM1 prom inh	NR2E3 ag-2
33	-2	-29	-0.7	nt	-3
34	2	61	-3.3	-2	3
35	-132	-1	-2.7	nt	2
36	-4	-3	-0.3	nt	nt
37	9	-22	4.7	5	1
38	5	-3	-0.2	-5	0
39	22	4	3.9	4	5
40	16	-19	-1.5	-11	0

Next records follow.
nr	smiles	PDI inh	m5-HT2A agonist	Cardio protect	Shn3 3UTR inh	Peg3 prom inh	CaV13 ICDI inh
41	CC(=O)c1ccc(N(CC(=O)Nc2cc(C)on2)S(=O)(=O)c2ccc(C)cc2)cc1	-1	-8	-2	9	0	-5
42	CNNC(=S)Nc1cccc(SC)c1	-4	-5	7	-3	4	4
43	COc1ccccc1CCC(=O)Nc1cccc(S(=O)(=O)N2CCCC2)c1	2	2	0	1	13	-6
44	Cc1ccc(S(=O)(=O)CCC(=O)OCC(=O)c2cc(C)ccc2C)cc1	-4	-6	-3	6	19	-3

nr	HIF-2a block	NR2E3 ag-1	iPSC survival up	TRPM1 prom inh	NR2E3 ag-2
41	6	-2	1.6	0	nt
42	-11	4	0.0	-4	3
43	20	0	-0.2	19	-1
44	6	-8	-0.2	-1	-3

Nine entries already listed, sorted by formula weight, smallest number first:
nr	smiles	PDI inh	m5-HT2A agonist	Cardio protect	Shn3 3UTR inh	Peg3 prom inh	CaV13 ICDI inh
42	CNNC(=S)Nc1cccc(SC)c1	-4	-5	7	-3	4	4
37	CCOC(=O)NC(=O)CSc1nnnn1-c1ccccc1	-1	-2	2	-31	-23	-9
39	COc1cccc(C2C(C(C)=O)=C(O)C(=O)N2Cc2ccco2)c1 (stereo unspecified)	4	2	-4	0	14	-5
44	Cc1ccc(S(=O)(=O)CCC(=O)OCC(=O)c2cc(C)ccc2C)cc1	-4	-6	-3	6	19	-3
43	COc1ccccc1CCC(=O)Nc1cccc(S(=O)(=O)N2CCCC2)c1	2	2	0	1	13	-6
38	COc1ccc(OC)c(NC(=O)CSc2nc3[nH]c(=O)cc(O)c3s2)c1	5	-2	7	1	-3	-7
33	Cc1coc2c(C)c3oc(=O)c(CCC(=O)NCCCN4CCCC4=O)c(C)c3cc12	nt	-9	0	2	-13	nt
41	CC(=O)c1ccc(N(CC(=O)Nc2cc(C)on2)S(=O)(=O)c2ccc(C)cc2)cc1	-1	-8	-2	9	0	-5
40	CN(C(=O)COC(=O)CCCc1c[nH]c2ccccc12)c1c(N)n(Cc2ccccc2)c(=O)[nH]c1=O	4	-1	3	66	6	-6

nr	HIF-2a block	NR2E3 ag-1	iPSC survival up	TRPM1 prom inh	NR2E3 ag-2
42	-11	4	0.0	-4	3
37	9	-22	4.7	5	1
39	22	4	3.9	4	5
44	6	-8	-0.2	-1	-3
43	20	0	-0.2	19	-1
38	5	-3	-0.2	-5	0
33	-2	-29	-0.7	nt	-3
41	6	-2	1.6	0	nt
40	16	-19	-1.5	-11	0
